TDP43 rescue: qHTS of TDP-43 Inhibitors; TDP-43 expressing yeast growth rescue, BacTiter-Glo, 24 h; Potency, µM (titrated, usually from 46.1 µM), without a hit: at the top dose growth rescue (activation), usual class: activators; 1.8% of 410,000 active; note: potency is the fitted concentration of half-maximal effect; % of control where 0% means no effect; nearly all actives have a fitted effect of over 50% in size
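Yeast cells expressing TDP-43 under galactose induction are exposed to compounds for 24 hr at 30 deg C. BacTiter-Glo luminescence measures growth, so protective compounds score as activators.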
Abeta rescue: qHTS for compounds that reverse cellular toxicity of Amyloid beta (A-beta) peptide in yeast: Primary Screen; 0.063% of 410,000 active; yeast expressing A-beta42, growth rescue, OD600, 48 h; response scale: 0% DMSO, 100% iron-clioquinol control; Potency, µM (titrated, usually from 46.1 µM), without a hit: at the highest dose growth rescue, usual class: activators; note: potency is the fitted concentration of half-maximal effect; nearly all actives have a fitted effect of over 55% in size
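Yeast A-beta toxicity model in growth medium with pinned compounds, 48 h at 30 C; growth read as absorbance at 600 nm. Normalized to FeCl3/clioquinol equimolar mix (positive) and DMSO (negative).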
aSyn yeast inh: qHTS of alpha-syn Inhibitors; Yeast expressing alpha-synuclein, growth rescue, BacTiter-Glo, 24 h; Potency, µM (top dose mostly 46.1 µM), for the others: top-dose growth rescue (activation), most hits filed as activators; 0.14% of 370,000 active; AID 652106, 2013; note: potency is the fitted concentration of half-maximal effect; % of control where 0% means no effect; nearly all actives have a fitted effect of over 65% in size
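Readout is rescue of growth in alpha-synuclein-expressing yeast, so inhibitors of toxicity appear as activators. Growth after 24 hr at 30 deg C in galactose medium is quantified by luminescence.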
D3 ag: qHTS of D3 Dopamine Receptor Agonist: qHTS; D(3) dopamine receptor (Homo sapiens), P35462; D3R DiscoveRx beta-arrestin cells, luminescence, 90 min; max activation, %; 0.58% of 410,000 active; AID 652048, 2013; in the data active = max activation above about 30%; note: 0% is about no effect; mostly tested at two doses, the higher about 12 µM
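Cells at 1500/well, incubated overnight, then treated with pinned compounds (dopamine as control) for 90 min at 37 degrees C. DiscoveRx reagent added for 30 - 60 minutes at room temperature; luminescence read.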
FUS yeast rescue: qHTS for Suppressors of FUS Proteinopathy: Primary screen using FUS-linked yeast assay; S. cerevisiae FUS-expressing, growth rescue, OD600, 24 h; 0.24% of 390,000 active; Potency, µM (highest dose often 76.6 µM), without a hit: at the highest dose growth rescue (activation), usual class: activators;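 note: potency is the fitted concentration of half-maximal effect; plate controls were DMSO vehicle for no effect and reference control for full effect; nearly all actives have a fitted effect of over 55% in size; some results filed as inactive show a strong effect at the top dose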
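Steps: raffinose overnight preculture; dilution to OD 0.005 in 2% galactose minimal medium; compound addition (concentration series); 24hr at 30C, 99% humidity; absorbance read at 600 nm.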
DRD3 antagonist: qHTS of D3 Dopamine Receptor Antagonist: qHTS. D3R cells, DiscoveRx beta-arrestin luminescence, antagonist mode; stronger effect = lower value. AID 652054, 2013. max response, negative = inhibition, %. 2.5% of 360,000 active. D(3) dopamine receptor (Homo sapiens), P35462; in the data active = max response below about -50%; inconclusive = no clear call, values can overlap the other calls; note: % is set by controls: 0 for no effect and ±100 for the full control effect; mostly tested at two doses, the higher about 12 µM
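Cells plated overnight at 1500 cells/well, then exposed to library compounds with dopamine controls for 90 minutes at 37 degrees C. DiscoveRx reagent added for 30–60 minutes at room temperature; luminescence read, quantitative HTS format.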
EPAC2 ag: qHTS for Agonist of cAMP-regulated guanine nucleotide exchange factor 4 (EPAC2): primary screen | Rap guanine nucleotide exchange factor 4 (Homo sapiens), Q8WZA2 | EPAC2 activation, biochemical qHTS; response scale: 100% = 6.5 mM cAMP response | AID 720711, 2013 | Potency, µM (titrated, usually from 154 µM), for the others: at the top dose activation, most hits filed as activators | 0.079% of 360,000 active; note: potency is the fitted concentration of half-maximal effect; nearly all actives have a fitted effect of over 50% in size
Target sequence (Q8WZA2 whole entry, looked up): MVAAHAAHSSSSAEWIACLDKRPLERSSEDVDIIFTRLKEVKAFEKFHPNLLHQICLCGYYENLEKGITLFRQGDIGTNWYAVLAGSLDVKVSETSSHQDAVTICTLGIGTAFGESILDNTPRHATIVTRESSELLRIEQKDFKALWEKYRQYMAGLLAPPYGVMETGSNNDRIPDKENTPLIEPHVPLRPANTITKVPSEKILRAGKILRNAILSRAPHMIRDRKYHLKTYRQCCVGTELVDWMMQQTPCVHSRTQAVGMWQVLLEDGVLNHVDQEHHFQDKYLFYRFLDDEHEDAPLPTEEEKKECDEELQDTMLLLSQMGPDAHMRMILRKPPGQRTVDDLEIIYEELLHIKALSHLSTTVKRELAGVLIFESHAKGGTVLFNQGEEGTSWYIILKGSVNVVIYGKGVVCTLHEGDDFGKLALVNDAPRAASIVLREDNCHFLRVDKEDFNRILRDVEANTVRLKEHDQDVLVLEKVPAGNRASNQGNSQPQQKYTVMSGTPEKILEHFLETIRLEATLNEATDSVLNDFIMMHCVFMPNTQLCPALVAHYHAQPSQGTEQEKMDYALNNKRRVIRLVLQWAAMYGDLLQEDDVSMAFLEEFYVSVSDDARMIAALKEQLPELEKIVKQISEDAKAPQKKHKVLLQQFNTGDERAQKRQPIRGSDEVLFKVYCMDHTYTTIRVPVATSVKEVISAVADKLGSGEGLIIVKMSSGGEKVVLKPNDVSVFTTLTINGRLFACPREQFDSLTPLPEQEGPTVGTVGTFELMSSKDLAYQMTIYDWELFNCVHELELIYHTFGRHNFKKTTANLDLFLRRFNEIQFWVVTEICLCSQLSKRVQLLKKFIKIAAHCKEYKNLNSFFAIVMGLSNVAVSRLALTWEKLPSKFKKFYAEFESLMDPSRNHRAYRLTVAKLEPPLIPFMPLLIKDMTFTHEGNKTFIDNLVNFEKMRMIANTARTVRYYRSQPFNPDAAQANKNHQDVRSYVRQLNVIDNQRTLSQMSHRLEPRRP
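qHTS, titration series. 100 nM EPAC2 / 250 nM Rap1B-BODIPY-GDP / 50 uM GDP; RT; ex 480/em 540 nm, 5-min reads to 30 min. Norm. to 6.5 mM cAMP = activation.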
EPAC2 antag: qHTS for Antagonist of cAMP-regulated guanine nucleotide exchange factor 2 (EPAC2): primary screen | Rap guanine nucleotide exchange factor 4 (Homo sapiens), Q8WZA2 | EPAC2 GEF exchange of Rap1B-BODIPY-GDP, fluorescence | Potency, µM (titrated, usually from 114 µM), for the others: at the top dose activity, negative = inhibition, usual class: inhibitors | 0.18% of 360,000 active; note: potency is the fitted concentration of half-maximal effect; % is set by controls: 0 for no effect and ±100 for the full control effect; nearly all actives have a fitted effect of over 45% in size; many of its hits are not listed in these tables
An asterisk follows results filed as active; ? = inconclusive; / = not tested or not shown; & = joins results of further samples; ! = not active in a repeat; [ ] = another dose, or the depositor's remark. Unless noted, calls come from the whole dose curve; as a rule, active = well fitted curve in the direction sought with a large enough effect; inconclusive = small, poorly fitted or top-dose-only effect, or another doubt; inactive = no such curve, though single readings can be large; an effect the other way counts as inactive or inconclusive.

Molecule,EPAC2 ag,EPAC2 antag,FUS yeast rescue,aSyn yeast inh,DRD3 antagonist,D3 ag,Abeta rescue,TDP43 rescue
Cc1cccc(CC(=O)NCCS(=O)(=O)N2CCN(c3ccccc3)CC2)c1,-1%,-4%,-15%,5%,-17,0,1%,9%
CN(C)CC#Cc1cccc(-c2nc(C(=O)O)cc3c2[C@@H](CCO)N(S(=O)C(C)(C)C)C3)c1 (stereo not given in full),6%,20%,-4%,1%,-16,-7,-6%,15%
CCN(CC)C(=O)Cn1cc(C(=O)C(=O)NCc2ccco2)c2ccccc21,7%,3%,0%,3%,0,0,4%,-3%
CNC(=S)N/N=C/c1c2ccccc2c(Cl)c2ccccc12,?,3%,5%,10%,2,1,2%,23%
O=S(=O)(NCCc1csc(-c2cccnc2)n1)c1ccc(Cl)s1,2%,18%,-6%,-2%,-2,-6,11µM*,14µM*
CCCn1c(N)cc(=O)n(C)c1=O,-1%,12%,9%,-2%,-15,-5,-4%,-5%[9.22 µM]
Cc1cc(C(=O)N2CCN(C(=O)c3ccco3)CC2)ccc1[N+](=O)[O-],4%,6%,-12%,5%,25,2,11%,10%
CCOC(=O)NC(=O)COC(=O)CCCc1nc2ccccc2s1,2%,7%,0%,-2%,-2,1,0%,-3%
Cc1ccccc1CNC(=O)C(=O)NCC(c1cccs1)S(=O)(=O)c1cccs1 (stereo not given),/,/,7%,/,/,-5,-9%,2%
CCOC(=O)c1ccc(-n2c(CN3CCN(CC)CC3)nc3ccc([N+](=O)[O-])cc3c2=O)cc1,-3%,3%,11%,6%,23,-1,-13%,8%
CN(C(=O)CSc1nnc(-c2ccc(OC(F)F)cc2)n1N)C1CCS(=O)(=O)C1 (stereo not given),9%,-3%,-2%,-2%,-12,-6,13%,5%
COc1ccc(S(=O)(=O)N(C)C)cc1NC(=O)c1ccc2c(c1)OCCO2,7%,1%,4%,0%,-22,-6,-9%,0%
O=C(NCc1cccnc1)OC1CC2CC1[C@H]1CCCCN1C2=O (stereo not given in full),8%,0%,-11%,4%,-24,0,-13%,0%
CCc1nc2ccccc2n1CCCCOc1cccc(C)c1,/,/,-21%,/,/,6,-3%,25%
c1ccc(-n2nnc3ccccc32)cc1,2%,-7%,-26%,6%,-6,-22,-15%,?
O=C(NCCc1ccccc1)C1CCC(=O)N1CCc1ccccc1 (stereo not given),7%,-6%,6%,-1%,0,-2,2%,-6%
O=C(CSc1ccc(Cl)cc1)N1CCN(c2ncc(C(F)(F)F)cc2Cl)CC1,13%,-22%,37%,2%,10,15,12%,-12%
C=CCN1C(=O)/C(=C/c2ccc(OCC(=O)O)cc2)S/C1=N/c1nccs1,-26%,50µM*,-2%,3%,10,3,-1%,22%
Cn1cccc1C(=O)Nc1nccs1,2%,3%,14%,-7%,21,-2,8%,0%
CC1CC(C)(C)CC2(C1)NC(=O)N(CC(=O)N(C)Cc1nc3ccccc3c(=O)[nH]1)C2=O (stereo not given),2%,4%,29%,-3%,0,-8,-6%,-13%
CS(=O)(=O)c1cc([N+](=O)[O-])c(Sc2nc3ccccc3[nH]2)c([N+](=O)[O-])c1,4%,-5%,15%,0%,-51*,-24,-3%,-4%
Cc1ccc(CNc2nc(C)nc3sc4c(c23)CCC4)cc1,11%,-3%,18%,0%,28,12,4%,-6%
CN1CCN(C(=O)c2ccc3c(c2)S(=O)(=O)c2ccccc2C3=O)CC1,10%,0%,-18%,-4%,-14,-17,-4%,1%
Cc1ccc2c(=O)c(C(=O)c3ccccc3)cn(CC(=O)Nc3ccccc3C)c2n1,/,/,-20%,/,/,4,-7%,13%
O=C(CSc1nc2c(c(=O)[nH]1)CCCC2)Nc1ccccc1C(F)(F)F,/,/,-20%,/,/,4,7%,?
COc1ccc(S(=O)(=O)N2CCN(c3nn(C)c(=O)n(C)c3=O)CC2)cc1,0%,2%,-5%,-3%,1,1,-3%,4%
CCCNS(=O)(=O)c1ccc(NC(=O)c2ccccn2)cc1,-8%,1%,-11%,-13%,3,-7,-20%,-13%
CN1C(=O)CC(N2CCC(c3nc4ccccc4s3)CC2)C1=O (stereo not given),0%,3%,1%,2%,-9,-5,2%,-1%
CCCCCC1CCC(C(=O)NNC(=S)NCC)CC1 (stereo not given),-17%,3%,10%,-12%,-2,2,12%,0%
Cc1cccc(NC(=O)c2ccc(S(=O)(=O)N(C)C)cc2)c1,17%,1%,-13%,3%,0,-6,2%,17%
COc1cccc(CN2CCCN(S(=O)(=O)c3ccc(Br)cc3)CC2)c1,14%,-13%,18%,5%,-57*,0,9%,-5%
COc1ccc(C2=NO[C@@H]3[C@@H]4C[C@@H]([C@H]5C(=O)N(C)C(=O)[C@@H]45)[C@H]23)c(OC)c1,5%,1%,-6%,-3%,5,6,11%,4%
Cc1ccc(S(=O)(=O)NC2CCCCCCC2)cc1,5%,-9%,17%,-1%,-15,-3,-17%,-31%[inhibitor]
O=C(NCCCN1CCOCC1)c1ccc(/C=C2\Oc3ccccc3N(Cc3ccccc3F)C2=O)cc1,6%,0%,-9%,3%,8,5,-1%,12%
COc1ccc(C(=O)c2sc(Nc3ccccc3)nc2C)cc1,0%,-17%,20%,12%,3,8,7%,25µM*
c1ccc(COc2ccc(Nc3ncnc4nc[nH]c34)cc2)cc1,6%,-7%,21%,1%,45,7,0%,25%
COc1ccc(CCNC(=O)CSc2nc(C)nc3sccc23)cc1OC,-5%,4%,8%,-1%,8,1,6%,1%
Cc1ccc(C)c(-c2cc(C(=O)Nc3sc(C)c(C)c3C(N)=O)c3ccccc3n2)c1,11%,-6%,25%,-18%,15,46*,16%,-5%
Cc1ccc(NC(=O)CSc2nc3ccccc3c(=O)n2Cc2cccs2)cc1,-6%,-6%,/,-2%,1,4,7%,-11%
O=C(O)c1cccnc1SCc1cccc(Cl)c1,-2%,-6%,10%&-15%,9%,5,5&3,-7%&9%,35µM*!
O=C1C2C3C=CC(CC3)C2C(=O)N1c1ccc(Br)cc1[N+](=O)[O-] (stereo not given),6%,0%,28%,-4%,-17,-11,-7%,-11%
CCN(CC)S(=O)(=O)c1cccc(-n2c(O)c(C=Nc3ccccc3C(=O)O)c3ccccc3c2=O)c1,-6%,36%[activator],17%,-4%,104,17,-9%,-16%
COc1ccc(C(=O)c2cn(-c3cccc(Br)c3)nc2C(C)=O)cc1,-14%,-2%,-24%,8%,11,-10,3%,-1%
O=c1[nH]c(=O)c2ccccc2o1,-13%,3%,13%,0%,3,5&-12,2%,-22%
CCOc1ccccc1NC(=O)CN1CCN(S(=O)(=O)c2ccc(Br)cc2)CC1,/,/,-22%,/,/,-3,-9%,0%[9.22 µM]
FC(F)(F)c1cnc(Nc2ccc(N3CCOCC3)cc2)c(Cl)c1,-11%,-3%,7%,3%,13,11,7%,13µM*
Cc1ccc(S(=O)(=O)N2CCN(C(=O)CN3C(=O)NC(C)(CCC(C)C)C3=O)CC2)c(C)c1 (stereo not given),4%,2%,28%,0%,-14,0,-1%,-2%
CC(C)CC(=O)NC(=S)NNC(=O)c1ccc([N+](=O)[O-])cc1,6%,11%,-6%,?,2,0,?,18µM*
COc1ccc(-c2ccc(NC(=O)c3ccc(Br)o3)cc2)nn1,4%,7%,22%,-11%,13,1,-11%,-5%
Cc1[nH]c2ccccc2c1C1N2CC3(C)CN1CC(C)(C2)C3=O (stereo not given),/,/,-9%,/,/,6,-11%,13%
COc1cc(NC(=O)Nc2cccc(Cl)c2)c(C(=O)O)cc1OC,3%,-3%,-7%,-2%,0,4,12%,8%
C=CCN=C(NC#N)SCc1ccccc1Cl,2%,-3%,-16%,7%,-7,4,?,?
COc1ccc(CNS(=O)(=O)c2cccc(S(=O)(=O)N3CCOCC3)c2)cc1,-5%,10%,-3%,0%,-93*,11,11%,-13%
CCc1ccc([C@H]2[C@@H]3C(=O)C[C@@H]4C(=O)N(CC)C(=O)[C@@H]4[C@@H]3CN2S(=O)(=O)c2ccc(C)cc2)cc1,5%,-9%,33%,-4%,12,6,-7%,22%
CCc1ccc(CN2CCC(n3nccc3NC(=O)c3ccc4c(c3)OCO4)CC2)cc1,3%,7%,10%,-5%,-15,-4,10%,5%
O=C(NNC1=Nc2cccc3cccc1c23)c1ccc(Br)cc1,-6%,-6%,-1%,10%,-97*,-12,-10%,?
O=C(c1c(F)cccc1F)N1CCCc2ccccc21,6%,3%,14%,15%,1,-1,9%,0%
O=C(O)CCCNC(=O)c1nn(Cc2ccccc2)c(=O)c2ccccc12,2%,0%,-10%,0%,23,14,6%,1%
CCN(CC(=O)Nc1cccc(F)c1)CC(=O)Nc1ccccc1OC,3%,5%,-8%,1%,-6,-5,15%,10%
CCOc1cc(C(=O)Nc2ccc(-c3nc4ccccc4s3)cc2Cl)cc(OCC)c1OCC,/,/,-24%,/,/,-4,3%,21%[9.22 µM]
CCOc1ccc(NC(=O)CCN2CCN(S(=O)(=O)c3ccc(OC)cc3)CC2)cc1,-2%,-5%,14%,2%,-11,14,12%,-9%
CCc1nc2c(OCc3ccc(F)c(F)c3)cccn2c1N(C)C(=O)c1ccc(C)cc1,15%,?,22%,15%,-15,3,12%,-10%

Compound profiles, from the list above. Values in the order: EPAC2 ag, EPAC2 antag, FUS yeast rescue, aSyn yeast inh, DRD3 antagonist, D3 ag, Abeta rescue, TDP43 rescue
Entry for CCOc1ccc(NC(=O)CCN2CCN(S(=O)(=O)c3ccc(OC)cc3)CC2)cc1 = -2%, -5%, 14%, 2%, -11, 14, 12%, -9%
Entry for O=C(O)CCCNC(=O)c1nn(Cc2ccccc2)c(=O)c2ccccc12 = 2%, 0%, -10%, 0%, 23, 14, 6%, 1%

These rows are one share of the data. The share of hits here may be higher or lower than overall.
